T cell HTS: T cell immune modulators affecting CD8 T cell-vesicle binding. 0.068% of 330,000 active. 2C CD8+ T cell-vesicle binding, flow cytometry; active compounds read low. calls only at 7 µM;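 active means response, share of CD8 T cells binding vesicles, and their 90th percentile fluorescence all below set limits, cut at about 80% in these data, passing the limit was not always enough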
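Material: murine 2C transgenic CD8+ T lymphocytes / Also added: QL9-peptide-loaded Drosophila micro-vesicles bearing Ld, ICAM-1 and B7-1 / Schedule: binding step 1.5 h, 37 °C, antibody labelling 20 min, ice / Signal: flow cytometry, PE anti-B7-1 (FL2) versus Alexa647 anti-CD8 (FL8), PFA-fixed / Evaluation: percent CD8+ FL2 mean versus row control / Benchmarks: naked versus QL9-loaded vesicles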
human PMI inhibition: inhibitors of human PMI, primary screen, biochemical, fluorescence intensity, coupled assay (AID 1209). purified PMI enzyme, coupled fluorescence intensity; higher % means a stronger effect. inhibition, % at 20 µM, or IC50 in µM where a hit was titrated. 0.42% of 190,000 active;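 further: plate controls were DMSO vehicle for no effect and wells lacking substrate for full effect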
P. falciparum M1AAP: P. falciparum M1AAP inhibitors, biochemical, fluorogenic H-Leu-NHMec substrate, 1536-well (AID 1445). recombinant M1AAP, H-Leu-NHMec fluorogenic kinetic assay; higher % means a stronger effect. inhibition, % at 30 µM, or IC50 in µM where a hit was titrated. 0.42% of 220,000 active;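 active means primary inhibition above the hit cutoff, then over 50% inhibition at one or more dose response concentrations, cut at about 23% in these data, passing the limit was not always enough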;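 further: plate controls were DMSO full reaction for no effect and no enzyme background for full effect; strong numbers were not always called active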
RSV CPE inhibition: RSV antiviral activity via CPE protection, HEp-2 cells, primary 10 µM value included (AID 2391); HEp-2 cells, RSV-induced CPE inhibition; higher % means a stronger effect; one-dose CPE inhibition, % at 10 µM; IC50 in µM for titrated hits; 0.13% of 310,000 active; in the data active means a potency from the dose series; further: strong numbers were not always called active
PMI inhibition: MPI inhibition at elevated mannose 6-phosphate – biochemical, fluorescence intensity, high mannose 6-phosphate, primary screen (AID 1220) | one-dose inhibition, % at 20 µM; IC50 in µM for titrated hits | 0.66% of 190,000 active | recombinant PMI enzyme, coupled fluorescence intensity; higher % means a stronger effect
K1F lysis inhibition: protection from phage-mediated lysis, alamar blue read-out – E. coli UTI89, K1F phage, bacterial capsule biogenesis inhibitors (AID 488966) | E. coli UTI89 K1F phage lysis, alamar blue, 2 h; higher % means a stronger effect | inhibition, % at 100 µM, or IC50 in µM where a hit was titrated | 0.02% of 340,000 active;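 active means phage lysis inhibition, versus mean bacterial control, above a set limit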;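 further: capsule biogenesis inhibitors block K1F phage lysis so surviving cells raise fluorescence; higher fluorescence means more inhibition of phage lysis; actives were called in the ten point dose series up to 300 µM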
TNAP activators: human TNAP enzyme activators, primary screen, biochemical, luminescent, no phosphate acceptor, uHTS (AID 1001) | activation fold at 20 µM, or EC50 in µM where a hit was titrated | 0.03% of 200,000 active | purified TNAP, luminescent activation assay, no phosphate acceptor; higher activation fold means a stronger effect; in the data active means activation fold from about 3, or a potency from the dose series; inactive means the rest, 99 in 100 with activation fold below about 1.6; further: many of its hits are not listed in these tables
West Nile virus CPE: West Nile virus antiviral activity, cell-based, CPE readout (AID 1621); West Nile virus-infected cells, CPE inhibition; higher % means a stronger effect; one-dose CPE inhibition, % at 10 µM; IC50 in µM for titrated hits; 0.02% of 290,000 active; in the data active means a potency from the dose series; further: strong numbers were not always called active
P. falciparum M17LAP: P. falciparum M17LAP inhibitors, primary screen, biochemical, fluorogenic H-Leu-NHMec substrate, 1536-well (AID 1619); recombinant M17LAP, H-Leu-NHMec fluorogenic kinetic assay; higher % means a stronger effect; one-dose inhibition, % at 30 µM; IC50 in µM for titrated hits; 0.38% of 220,000 active;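 active means compound inhibiting the enzyme by more than half at any dose during confirmatory dose-response retesting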;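 further: plate controls were full reaction with DMSO carrier for no effect and no enzyme background for full effect; strong numbers were not always called active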
T cell HTS vesicle-bound %: also measured in T cell HTS; calls as there; double positive events, %; measured here: CD8+ vesicle-bound cell fraction;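 binding gate set so that unloaded-vesicle control wells show 10% double positive cells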
The depositor's hits bear a star; i = inactive; x = no result given; [ ] = remark or other dose. Unless noted, no stated cut-off is given here; in the data, active means inhibition above about 50%; inactive means the rest. Compounds were not picked by outcome, and some 1.5% of all compounds hit somewhere here.

SMILES	T cell HTS	T cell HTS vesicle-bound %	human PMI inhibition	P. falciparum M1AAP	RSV CPE inhibition	PMI inhibition	K1F lysis inhibition	TNAP activators	West Nile virus CPE	P. falciparum M17LAP
Cn1nc(C(F)(F)F)c(C(=O)Nc2ccc(F)cc2F)c1Sc1cccc(C(F)(F)F)c1	i	40	27%	-1%	3.4%	19%	0.3%	1	-0.6%	-11%
CCNC(=O)N1c2ccc(OCC)cc2C(C)=CC1(C)C	i	41	-17%	-1%	1.3%	34%	-1.5%	0.9	0.4%	-8%
O=[N+]([O-])c1ccc(N2CCOCC2)cc1NCCCO	i	56	7%	17%	16%	10%	0.3%	0.9	0.5%	26%
O=[N+]([O-])c1cc(Cl)ccc1NCCc1ccccn1	i	32	x	x	13%	x	1.1%	x	-1.0%	x
CCN(CC)S(=O)(=O)c1ccc(C(=O)Oc2coc(CSc3nc(C)cc(C)n3)cc2=O)cc1	i	53	8%	2%	0.2%	10%	1.7%[50 µM]	1	0.8%	3%
CCOC(=O)N1CCN(CCC(=O)Nc2ccc(OC)cc2OC)CC1	i	35	3%	0%	0.2%	2%	4.7%	1.1	-0.2%	0%
O=C(Nc1ccccc1)c1cccc(N2C(=O)CCC2=O)c1	i	23	6%	-3%	1.1%	4%	0.3%	1.1	1.1%	13%
Cc1ccn2cc(CCNS(=O)(=O)c3ccc4c(c3)CCCC4)nc2c1	i	7	-5%	1%	-0.3%	0%	0.6%	1	-0.5%	-5%
CCOC(=O)CN(C(=O)CN1CCC(n2nnc3cc(C)ccc32)CC1)c1ccccc1	i	15	-10%	-1%	1.2%	-10%	0.3%	1	-0.3%	2%
Cc1ccc(-c2c(C(=O)NCc3ccccc3)oc(=O)c3ccccc23)cc1	i	19	2%	7%	2.4%	2%	2.1%	1	0.2%	-1%
CCOc1ncccc1C(=O)N(C)CC(=O)Nc1ccc(C)cc1	i	50	15%	-2%	1.3%	8%	4.7%	1	0.3%	-6%
CC(C)CCn1nnnc1C(C(C)C)N1CCC(C(N)=O)CC1 (stereo not drawn)	i	16	-2%	4%	2.0%	2%	0.1%	1.1	0.8%	5%
COc1ccc2c(c1)-c1nc(N)sc1CC2	i	1	73%*	2%	2.0%	24µM*	0.8%	1	-0.9%	8%
Cc1nc(S/C(=C/c2ccc(-c3cc(Cl)ccc3C)o2)C(=O)O)n[nH]1	i	65	x	7%	2.3%	x	0.6%	x	0.3%	26%
Fc1ccc(CSc2nnc3ccc(-c4ccncc4)nn23)cc1	i	46	3%	4%	-0.1%	3%	0.0%	1	-0.9%	4%
O=C1CC(N2CCOCC2)C(=O)N1CCN1C(=O)CC(N2CCOCC2)C1=O (stereo not drawn)	i	32	-1%	-3%	-0.5%	3%	0.0%	0.9	0.7%	0%
O=C(NCCOC(=O)c1ccc(Cl)cc1)c1cccnc1	x	x	-5%	3%	2.6%	-5%	5.7%	1.3	-0.2%	-2%
CN(c1ccccc1)c1ccc(/C=N/NC(=O)CC#N)cc1	i	48	3%	11%	1.8%	7%	2.2%	1.1	-0.1%	-20%
COc1ccc2c(c1)CCc1cc(C(=O)N3CCN(c4ccc(N5CCOCC5)nn4)CC3)sc1-2	i	28	35%	11%	6.2%	26%	-0.7%	1	x	-20%
O=C(CCCc1ccccc1)NCCCc1ccccc1	i	61	x	x	0.8%	x	0.0%	x	-0.9%	x
Cc1ccc(S(=O)(=O)NCCCCCC(=O)NCCc2ccccc2)cc1	i	48	x	x	0.3%	x	0.0%	x	-1.0%	x
O=C(COc1ncnc2ccccc12)c1ccc(Cl)cc1	i	52	-4%	1%	-1.4%	-1%	1.2%	1.1	-0.1%	-2%
O=C(CN1CCN(Cc2ccc(F)cc2)CC1)NCCc1ccccc1	i	13	x	x	0.3%	x	0.3%	x	-1.2%	x
CC(=O)Nc1c(O)nc(SCC(=O)Nc2sc3c(c2C#N)CCCCCC3)[nH]c1=O	i	37	1%	11%	-0.9%	1%	3.3%	1.1	1.1%	28µM*
COc1ccc(CCNC(=O)C/C(C)=N/NC(=O)C2CCCCC2)cc1OC	i	42	-1%	5%	-0.1%	-6%	-1.9%	1	0.2%	14%
(next part)
SMILES	T cell HTS	T cell HTS vesicle-bound %	human PMI inhibition	P. falciparum M1AAP	RSV CPE inhibition	PMI inhibition	K1F lysis inhibition	TNAP activators	West Nile virus CPE	P. falciparum M17LAP
Cc1ccc(S(=O)(=O)N2CCC(C(=O)N3CCC[C@H]3C(=O)NCc3ccccc3)CC2)cc1	i	25	-2%	2%	-0.6%	-2%	0.5%	1.1	-0.3%	-3%
Cc1cccc(C(=O)Nc2ccccc2SCC(=O)Nc2ccc(C)c(Cl)c2)c1	i	25	13%	-1%	-0.1%	8%	5.9%	1	-0.6%	3%
Cc1ccc(C)c(NC(=O)CNC(=O)N2CC(=O)Nc3ccccc32)c1	i	28	x	x	2.4%	x	0.3%	x	0.4%	x
CCC1(c2ccccc2)NC(=O)N(CC(=O)Nc2cccc(C#N)c2)C1=O (stereo not drawn)	i	12	15%	6%	1.7%	1%	4.6%	1.1	-0.1%	1%
O=C(CCCCl)Nc1c2c(nn1-c1ccccc1)CSC2	i	60	x	x	2.0%	x	0.3%	x	-0.4%	x
O=C(CSc1nnc(-c2cccnc2)n1Cc1ccccc1)N1CCOCC1	i	7	-13%	11%	0.7%	-6%	0.3%	1.1	0.3%	8%
CCc1ccc(NC(=O)COC(=O)c2ccc(Cl)c(S(=O)(=O)N3CCCCCC3)c2)cc1	i	8	18%	5%	1.4%	6%	-9.2%	1.1	1.9%	-7%
O=C(NCC(=O)N(Cc1cccs1)C(C(=O)NC1CCCCC1)c1ccco1)c1ccco1 (stereo not drawn)	i	48	11%	4%	-0.4%	10%	1.8%	1	0.5%	26%
C=CCc1c(C)[nH]c2ccc(C)cc2c1=O	i	42	6%	6%	2.1%	0%	-0.7%	1.1	-0.7%	1%
COc1ccc(OCC(=O)Nc2ccccc2OC)cc1	i	14	15%	4%	1.4%	14%	2.0%	1.1	0.0%	0%
C=CCNC(=O)CN1C(=O)NC(C)(c2ccc(OC)cc2)C1=O (stereo not drawn)	i	34	x	x	0.8%	x	0.3%	x	-0.1%	x
CN1CCN(NC(=O)C23CC4CC(CC(C4)C2)C3)CC1	i	62	14%	0%	1.4%	3%	0.2%	1.1	0.0%	1%
COc1cccc(NC(=S)N/N=C2/CCCCc3ccccc32)c1	x	x	5%	-6%	x	9%	0.3%	1.1	-0.7%	-7%
CCCCn1c(-c2csc3c2CCC(C)C3)n[nH]c1=S (stereo not drawn)	i	38	16%	7%	2.8%	10%	12%	0.8	0.1%	2%
COC(=O)Nc1ccc(S(=O)(=O)NC2CCCCC2)cc1	i	8	x	x	1.3%	x	0.2%	x	-1.0%	x
CC(C)c1ccc(NC(=O)C2C3C=CC4(O3)C2C(=O)N(CCN2CCOCC2)C4C(=O)NC2CCCCC2)cc1 (stereo not drawn)	i	52	x	x	1.6%	x	0.2%	x	-0.4%	x
CN(C(=O)CSCC(=O)O)C1CCCCC1	i	40	14%	-3%	0.5%	8%	3.9%	1	0.5%	-10%
Cc1nn(C)c(C(=O)N/N=C/c2cccnc2)c1Cl	i	17	x	x	2.3%	x	1.2%	x	0.6%	x
O=C(CCN1CCN(c2ccccc2)CC1)Nc1cccc(Br)c1	i	56	2%	4%	-0.2%	4%	2.0%	1.2	-0.5%	-5%
O=C(CCc1ccccc1)Nc1nnc(-c2ccc3c(c2)CCCC3)o1	i	44	1%	0%	4.9%	2%	0.2%	1.1	0.2%	-4%
CCOn1c(=O)c(-c2ccc(OC)cc2)[n+]([O-])c2ccccc21	i	49	-25%	3%	1.5%	-7%	0.1%	1	-0.1%	10%
CC1CCCCC1NC(=O)c1cn(C)c2ccc(S(=O)(=O)N3CCOCC3)cc2c1=O (stereo not drawn)	i	22	x	x	1.7%	x	-0.1%	x	0.2%	x
CCc1nc(NCCN2CCOCC2)c2oc3ccccc3c2n1	i	18	5%	4%	0.9%	-4%	0.4%	1.1	-0.3%	-13%
S=C(Nc1ccc2c(c1)OCO2)Nc1ccc2c(c1)OCO2	i	39	38%	4%	1.5%	62%*	5.5%	1.1	-0.5%	12%
Cc1ccc(NC(=O)CNc2ccccc2CN(C)C2CCCCC2)cc1	i	55	-3%	7%	-1.2%	-5%	2.3%	1.2	-1.1%	4%

Reformatted with values under each structure: part of the list above.
Values in the order: T cell HTS	T cell HTS vesicle-bound %	human PMI inhibition	P. falciparum M1AAP	RSV CPE inhibition	PMI inhibition	K1F lysis inhibition	TNAP activators	West Nile virus CPE	P. falciparum M17LAP
> O=C(NCC(=O)N(Cc1cccs1)C(C(=O)NC1CCCCC1)c1ccco1)c1ccco1 (stereo not drawn)
→ i	48	11%	4%	-0.4%	10%	1.8%	1	0.5%	26%
> C=CCc1c(C)[nH]c2ccc(C)cc2c1=O
→ i	42	6%	6%	2.1%	0%	-0.7%	1.1	-0.7%	1%
> COc1ccc(OCC(=O)Nc2ccccc2OC)cc1
→ i	14	15%	4%	1.4%	14%	2.0%	1.1	0.0%	0%
> C=CCNC(=O)CN1C(=O)NC(C)(c2ccc(OC)cc2)C1=O (stereo not drawn)
→ i	34	x	x	0.8%	x	0.3%	x	-0.1%	x
> CN1CCN(NC(=O)C23CC4CC(CC(C4)C2)C3)CC1
→ i	62	14%	0%	1.4%	3%	0.2%	1.1	0.0%	1%

Further results.
SMILES	T cell HTS	T cell HTS vesicle-bound %	human PMI inhibition	P. falciparum M1AAP	RSV CPE inhibition	PMI inhibition	K1F lysis inhibition	TNAP activators	West Nile virus CPE	P. falciparum M17LAP
Cc1nc(Cl)c2c(n1)NC1=C(O2)C(=O)CCC1	i	49	-14%	4%	0.1%	-8%	-0.2%	1.1	0.8%	-2%
O=C(O)c1ccc2c(c1)C(=O)N(CCc1ccccc1)C2=O	i	44	x	x	1.6%	x	0.6%	x	1.0%	x
O=C(O)c1nn(CC(=O)N2CCN(S(=O)(=O)c3ccc(Cl)cc3)CC2)c(=O)c2ccccc12	i	21	x	1%	0.5%	x	0.6%[50 µM]	x	0.2%	-4%
O=C(COc1ccccc1Cl)NCc1ccccc1	i	22	x	x	-0.5%	x	-1.5%	x	-0.4%	x
O=C(NCc1cccs1)C1CCCN1C(=O)Nc1ccccc1 (stereo not drawn)	i	38	18%	15%	0.2%	8%	0.3%	1.1	1.6%	9%
O=C(Cn1cnc2c(nnn2Cc2ccccc2)c1=O)N1CCCc2ccccc21	i	26	-2%	-1%	0.5%	-5%	3.1%	1.1	x	-1%
O=S(c1ccc2ccccc2c1)c1cnns1 (stereo not drawn)	i	59	5%	3%	4.2%	7%	0.4%	1	1.9%	-3%
CC(C)c1nnc(NC(=O)C2CCCN2C(=O)Nc2ccccc2[N+](=O)[O-])s1 (stereo not drawn)	i	40	-3%	4%	2.6%	1%	0.2%	1.1	0.4%	10%

Screening results from PubChem.
